HTRA1 inh: HTRA1 serine protease inhibitors, primary screen, biochemical, fluorescence polarization, HTS | 0.5% of 340,000 active | recombinant HTRA1, FP-rhodamine activity-based probe | inhibition, % at 5.96 µM; in the data active = inhibition above about 36%;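 also: 0% = enzyme with DMSO and 100% = wells lacking enzyme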
PG9 Ab binder: binders of HIV-1 gp120 antibody PG9, primary screen, biochemical, TR-FRET; inhibition, % at 6.7 µM; 0.43% of 360,000 active; TR-FRET gp120-PG9 antibody binding; HIV-1 gp120 / PG9 antibody interaction; in the data active = inhibition above about 8.5%
MBD2 inh: inhibitors of MBD2 binding to methylated DNA, primary screen, biochemical, TR-FRET, DNA-binding domain, human. Methyl-CpG-binding domain protein 2 (Homo sapiens), Q9UBB5. inhibition, % at 4.4 µM. 0.31% of 370,000 active. MBD2 binding to methylated oligonucleotide; in the data active = inhibition above about 13%
Target sequence (Q9UBB5 whole entry, looked up, the tested form may be a part): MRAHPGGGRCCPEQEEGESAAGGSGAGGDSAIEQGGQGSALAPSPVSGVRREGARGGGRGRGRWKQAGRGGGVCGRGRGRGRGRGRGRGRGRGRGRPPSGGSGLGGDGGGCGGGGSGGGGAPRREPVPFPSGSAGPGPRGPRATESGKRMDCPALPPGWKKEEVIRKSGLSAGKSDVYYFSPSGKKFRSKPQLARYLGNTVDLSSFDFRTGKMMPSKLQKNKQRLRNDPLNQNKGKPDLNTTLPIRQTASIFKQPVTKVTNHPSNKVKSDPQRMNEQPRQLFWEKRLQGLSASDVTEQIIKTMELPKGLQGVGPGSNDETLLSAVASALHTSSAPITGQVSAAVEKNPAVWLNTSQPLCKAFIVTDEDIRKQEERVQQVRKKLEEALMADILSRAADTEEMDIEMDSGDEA
PRMT1 FP inh: PRMT1 methyltransferase inhibitors, primary screen, biochemical, fluorescence polarization. Protein arginine N-methyltransferase 1 (Homo sapiens), Q99873. recombinant PRMT1, activity-based probe fluorescence polarization. inhibition, % at 2.79 µM. 1.3% of 370,000 active. AID 652257, 2013;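 active = inhibition above about 21% made by adding two undisclosed values, limit read from the data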
rCAG binder: binders of r(CAG) RNA repeats, primary screen, biochemical, fluorescence; 1.3% of 370,000 active; AID 651821, 2012; inhibition, % at 3 µM; r(CAG) RNA repeat, TO-PRO-1 dye displacement fluorescence;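 active = inhibition above the plate cutoff, the mean of all test compounds on that plate plus 3 SD, cut at about 35% in these data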;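 also: 0% = DMSO alone and 100% = 100 µM mitoxantrone as full dye displacement; higher means more dye released from RNA so lower well fluorescence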
LEDGF integ inh: blockers of LEDGF/p75-dependent integrase strand transfer – biochemical, TR-FRET, high throughput, primary screen | TR-FRET IN-LEDGF/p75 DNA integration, Eu/Cy5 | AID 743269, 2014 | 0.64% of 370,000 active | inhibition, % at 3.7 µM;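 active = inhibition above the screen-wide mean plus 3 SD, cut at about 13% in these data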;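 also: signal is the Cy5 over europium emission ratio at 671 and 618 nm; 0% = plate median of compound wells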
Rev-erbA mod: modulators of Rev-erb alpha DNA binding, primary screen, biochemical, FITC-DNA, fluorescence polarization, uHTS | Nuclear receptor subfamily 1 group D member 1 (Homo sapiens), P20393 | Rev-erbα–FITC-DNA binding, 90 min | activity, % at 10 µM | 0.79% of 370,000 active;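 active = activity above about 14%, limit read from the data; passing the limit was not always enough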;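 also: 0% = DMSO wells with 35 nM protein and 100% = DMSO wells with 750 nM protein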
Target sequence (P20393 whole entry, looked up): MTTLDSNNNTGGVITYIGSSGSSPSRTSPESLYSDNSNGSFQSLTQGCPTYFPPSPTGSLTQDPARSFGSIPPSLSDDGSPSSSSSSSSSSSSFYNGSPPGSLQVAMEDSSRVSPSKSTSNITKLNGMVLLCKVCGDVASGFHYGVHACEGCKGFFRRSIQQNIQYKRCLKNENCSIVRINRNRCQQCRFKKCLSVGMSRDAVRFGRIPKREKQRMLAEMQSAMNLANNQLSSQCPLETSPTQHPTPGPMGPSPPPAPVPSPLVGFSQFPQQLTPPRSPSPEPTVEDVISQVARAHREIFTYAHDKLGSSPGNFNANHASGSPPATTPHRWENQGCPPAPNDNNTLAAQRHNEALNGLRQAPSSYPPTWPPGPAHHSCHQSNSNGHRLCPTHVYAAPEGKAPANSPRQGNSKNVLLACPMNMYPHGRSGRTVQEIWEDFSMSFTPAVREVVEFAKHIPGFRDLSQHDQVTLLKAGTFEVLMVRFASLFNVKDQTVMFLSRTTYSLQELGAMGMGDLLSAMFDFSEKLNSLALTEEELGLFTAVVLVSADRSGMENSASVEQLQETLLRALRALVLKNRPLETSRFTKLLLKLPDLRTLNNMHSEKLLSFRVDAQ
UHRF1 binding: UHRF1 methylated DNA binding inhibitors, primary screen, counter-screen for MBD2 inhibitor project, biochemical, TR-FRET, human UHRF1, single concentration; E3 ubiquitin-protein ligase UHRF1 (Homo sapiens), Q96T88; inhibition, % at 4.4 µM; UHRF1 binding to methylated oligo; 0.75% of 370,000 active; in the data active = inhibition above about 21%;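 also: UHRF1 SRA domain binding a hemimethylated CpG hairpin DNA probe; 0% = median of test compound wells and 100% = reference inhibitor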
TCR-CD3 inh: inhibitors of human TCR-CD3 interaction, primary screen, biochemical, fluorescence, TAMRA-labeled TCR probe | T-cell receptor (TCR) | 0.37% of 360,000 active | inhibition, % at 9.4 µM | AID 651800, 2012; in the data active = inhibition above about 19%;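 also: recombinant mutant TCR 2C K166C tagged with TAMRA read by polarization; 0% = receptor in buffer alone and 100% = receptor with positive control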
ABHD4 inh: ABHD4 inhibitors, primary screen, biochemical, fluorescence polarization, mouse. (Lyso)-N-acylphosphatidylethanolamine lipase (Mus musculus), Q8VD66. inhibition, % at 8.92 µM. purified mABHD4, FP-Rh probe fluorescence polarization. 0.54% of 370,000 active;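 active = inhibition exceeding the mean over every tested compound plus 3 SD, cut at about 30% in these data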;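 also: 0% = plate median of compound wells and 100% = S159A mutant with DMSO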
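System: mouse ABHD4 enzyme, wild type / Medium: HEPES pH 7.0, NaCl, Pluronic buffer / Reagent: FP-Rh activity-based fluorescent probe / Control set: S159A mutant high control, sample median low control / Detection: fluorescence polarization with parallel and perpendicular emission, 525/598 nm / Schedule: 45 min + 60 min at 25 °C / Compound dosing: 8.92 µM, single dose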
Active calls of the source: *; x = no result given. This is a subset, so the mix of outcomes need not match the whole.

SMILES	HTRA1 inh	PG9 Ab binder	MBD2 inh	PRMT1 FP inh	rCAG binder	LEDGF integ inh	Rev-erbA mod	UHRF1 binding	TCR-CD3 inh	ABHD4 inh
CC1CN(C(=O)C2(C)CC2(Br)Br)CC(C)O1 (configuration not stated)	1.5	-2.0	-3.8	2.9	-2.9	-2.5	0.6	-3.4	4.5	-3.2
COc1ccccc1Nc1nc(N)nc(CN2CCCCCC2)n1	-6.9	-1.5	-3.8	-2.6	1.3	-1.6	-1.5	-7.3	3.2	0.9
CCOc1ccc(OCC(=O)NCCc2nc3ccccc3[nH]2)cc1	-3.9	1.1	10.3	3.4	6.4	-3.3	-0.8	0.3	-5.8	-13.8
CCOc1ccc(C(=O)c2cc([N+](=O)[O-])ccc2N2CCOCC2)cc1	0.9	-1.6	-1.3	-0.9	-4.6	-0.7	2.1	0.1	6.1	1.1
COc1ccc(CCNC(=O)C(Sc2ccccn2)c2ccccc2)cc1OC (configuration not stated)	4.2	1.8	-5.9	-2.5	-9.1	1.1	-3.1	5.3	-1.9	1.3
O=C(NCc1ccco1)/C(=C\c1cccs1)NC(=O)c1ccsc1	0.0	-1.6	2.3	2.9	2.4	3.3	1.3	0.3	8.9	-6.9
CC(=O)c1ccccc1NC(=O)CSc1nnc(Cc2csc(C)n2)o1	5.5	3.7	-5.3	6.6	-4.4	-4.8	3.4	0.3	0.8	-0.3
COc1ccc(C(=O)NCCOC(C)C)cc1OC1CCN(C(C)=O)CC1	4.3	2.6	7.5	0.3	-5.1	-3.6	2.3	5.2	-2.1	-1.6
CCCC(=O)c1ccc(-c2ccccc2)cc1	-2.9	-1.0	-4.3	-1.6	-0.3	-0.6	1.2	-0.7	7.9	-3.2
N#C/C(=C\Nc1ccccn1)S(=O)(=O)c1ccc(Cl)cc1	-1.8	-0.4	-0.3	6.6	5.1	-0.7	-1.1	18.9	-1.9	2.7
O=C(N[C@@H](Cc1ccccc1)C(=O)OCc1ccccc1)c1nc[nH]c1C(=O)N1CCNCC1	-1.3	0.4	4.4	-1.0	1.2	2.7	3.5	6.6	2.0	2.1
O=C(Nc1cccc(Oc2ccccc2)c1)c1ccc(-n2cncn2)c2ccoc12	x	-2.1	-4.0	-1.5	8.1	3.5	-6.3	2.7	-5.2	-19.9
CNC(=O)C[C@@H]1C(=O)N(Cc2ccccc2)CC1(C)C	4.7	-1.1	-3.0	2.2	3.3	-4.5	-2.5	3.1	-7.4	9.3
CCCOc1ccc(C2c3c(oc4cc(C)c(C)cc4c3=O)C(=O)N2CCCN(C)C)cc1OCC (configuration not stated)	2.2	-0.3	2.6	-5.1	10.2	2.2	10.4	3.2	-1.4	-5.7
COc1ccccc1CNC(=O)C12CC3CC(CC(C3)C1)C2	8.7	0.2	1.6	-2.6	-6.0	0.0	-1.3	5.1	-3.5	-3.0
NS(=O)(=O)c1ccc(CCNC(=O)CCNC(=O)c2ccco2)cc1	-4.2	-1.9	4.2	-5.1	0.1	3.1	-4.2	-0.6	2.4	0.6
COCCNC(=O)C1(C)CCN(C(=O)c2ccc(SC(F)(F)F)cc2)C1 (configuration not stated)	x	-1.9	1.8	4.7	-2.2	-1.3	-1.7	-1.0	-6.0	1.9
C[C@@H]1C=CCCO[C@]12C(=O)N(Cc1ccccc1C(F)(F)F)c1ccccc12	x	-1.0	2.5	2.5	-3.7	-1.9	-3.9	1.4	7.0	0.5
O=C(Nc1ccc(F)cc1)c1cnccn1	1.1	-1.1	-1.3	-0.4	3.5	2.4	-1.0	2.0	2.0	0.4
COc1cccc(CNC(=O)COc2cccc3c2OC(C)(C)C3)c1	-5.7	-2.2	-0.3	-6.1	-7.9	-2.1	2.8	-1.1	1.0	1.2
COc1ccc(C(=O)NC(C)c2nnc(SCC(=O)Nc3nc4ccccc4s3)n2C)cc1 (configuration not stated)	-4.6	1.4	3.7	-1.4	5.5	-1.4	-2.5	-2.4	-0.6	5.7
CC(=O)NC(Cc1ccc2c(c1)OCO2)C(=O)N1CCCN(C(C)=O)CC1 (configuration not stated)	x	x	-2.9	6.3	1.0	2.2	1.6	2.0	x	1.2
O=C(NCC1COc2ccccc2O1)c1ccc(NC(=O)C(c2ccccc2)c2ccccc2)cc1 (configuration not stated)	-26.4	-1.7	-2.3	-1.4	3.2	0.1	1.9	-1.1	7.7	-8.7
CNc1nc(SC)nc(N2CCOCC2)n1	-0.6	1.4	3.7	-2.6	-2.0	0.1	4.6	1.1	6.7	-2.3
CCOc1ccc(NC(=O)CN(C)C(=O)c2sc3ccccc3c2Cl)cc1OCC	-3.0	0.0	-1.8	0.3	-6.5	-2.1	-1.0	-0.2	-0.8	2.3
CC1CCN(S(=O)(=O)CCNC(=O)c2ccccc2)CC1	1.1	0.7	1.2	1.1	-1.9	-1.1	0.6	4.6	-3.2	-4.9
COc1ccc(NC(=O)c2ccncc2)cc1S(=O)(=O)N1CCCCC1	-1.3	0.1	1.6	1.2	3.8	-2.3	-3.7	-0.2	-3.4	0.6
O=C(Nc1ccc(F)cc1)C1CCN(C(=O)c2ccc(F)cc2)CC1	1.6	0.3	-2.8	-6.7	4.1	1.3	-0.4	0.0	4.2	-0.2
CCCC(=O)Nc1ccc(NC(=O)c2ccco2)c(OC)c1	4.9	-3.3	-7.7	-2.2	-0.4	4.8	-2.4	4.4	-0.6	1.3
CCN(CC)C(=O)Cn1cc(SCC(=O)NC)c2ccccc21	4.3	0.2	-1.5	12.8	-3.8	-1.4	-3.3	4.6	-6.2	-11.7
COc1ccc(/C=C/C(=O)Nc2nc(C)c(C(=O)N(C)C)s2)cc1OC	6.3	-1.5	-1.9	5.5	-2.2	-0.5	7.9	0.5	-5.2	7.4
COc1cccc(N(CC(=O)Nc2cccc(N(C)S(C)(=O)=O)c2)S(C)(=O)=O)c1	-5.5	1.1	-1.6	1.4	-4.4	-0.1	7.1	2.0	-3.1	-6.7
O=C(O)c1cc(-c2ccccc2Cl)n(-c2ccc(F)cc2)n1	-5.8	0.7	-4.9	1.5	12.2	-4.6	-1.0	0.1	-2.7	-2.2
O=C(Nc1ccc2c(c1)OCO2)c1ccc(S(=O)(=O)N2CCCC2)cc1	1.4	2.5	-4.8	-0.6	-0.3	2.7	-3.8	-2.4	-0.7	-4.5
O=C(Nc1ccn(Cc2c(F)c(F)cc(F)c2F)n1)c1cccc(Cn2cc([N+](=O)[O-])cn2)c1	-7.2	-4.0	-1.5	1.4	4.8	9.2	2.0	8.5	-1.9	-13.2
Cc1ccc(-n2c(Cc3cccs3)nnc2SCc2ccc(C#N)cc2)cc1	x	x	-2.0	-3.4	0.8	0.7	-7.9	-1.8	x	-2.6
CCOC(=O)C1C(=O)C(=O)N(C(C)C)C1C(=O)OCC (configuration not stated)	6.1	-0.4	2.1	-1.0	2.5	-5.7	1.6	3.0	-1.2	3.2
NC(COCc1ccccc1)c1csc(Nc2nccc(C(F)(F)F)n2)n1 (configuration not stated)	x	0.2	5.6	3.4	10.7	3.3	9.3	-3.6	-11.1	4.7
Cc1c(NS(=O)(=O)c2cc(C(=O)NCc3cccnc3)cc(Cl)c2Cl)c(=O)n(-c2ccccc2)n1C	-3.0	0.1	-2.8	-1.6	9.1	-1.8	7.4	1.8	12.3	7.6
CCOC(=O)c1c(C)[nH]c(C(=O)COC(=O)/C=C/c2ccc3c(c2)OCO3)c1C	-0.4	-0.8	1.6	-2.6	-2.0	1.5	-5.2	-2.7	-1.8	7.9
CCNC(=O)C(=O)NCC(c1ccc2c(c1)OCO2)N1CCOCC1 (configuration not stated)	-0.5	-1.0	-0.8	-5.2	-2.6	-2.2	4.8	-1.4	10.1	1.8
CC(C)c1ccc(-c2nc3c([nH]2)c(=O)n(C)c(=O)n3C)cc1	-3.1	-0.3	8.8	3.3	-6.7	-4.7	-0.9	2.1	-4.9	-1.4
COC(=O)c1c(NC(=O)CS(=O)(=O)c2ccccc2)sc(C)c1C	-16.7	-1.6	-4.2	1.9	4.4	-2.0	5.7	3.0	-9.8	-7.7
CC(=O)OCCn1c(C)[n+](CCOC(C)=O)c2cc(Cl)c(Cl)cc21	2.4	-1.1	1.1	2.3	-2.8	-0.2	2.1	-0.6	-9.0	5.5
NC(=O)C1(N2CCCCC2)CCN(CC(=O)Nc2ccccc2Sc2ccccc2)CC1	-5.3	1.5	6.7	0.7	-2.8	0.4	0.7	6.3	-3.7	-4.8

The list goes on; it opens with the two that closed the last part.
SMILES	HTRA1 inh	PG9 Ab binder	MBD2 inh	PRMT1 FP inh	rCAG binder	LEDGF integ inh	Rev-erbA mod	UHRF1 binding	TCR-CD3 inh	ABHD4 inh
CC(=O)OCCn1c(C)[n+](CCOC(C)=O)c2cc(Cl)c(Cl)cc21	2.4	-1.1	1.1	2.3	-2.8	-0.2	2.1	-0.6	-9.0	5.5
NC(=O)C1(N2CCCCC2)CCN(CC(=O)Nc2ccccc2Sc2ccccc2)CC1	-5.3	1.5	6.7	0.7	-2.8	0.4	0.7	6.3	-3.7	-4.8
O=C(NCc1ccccn1)Nc1ccc(F)c(Cl)c1	-3.6	-1.3	-7.0	0.2	-3.1	3.0	1.1	-1.0	5.3	-2.5
CCC1(C)Cc2ccccc2-c2nc(SCC(N)=O)[nH]c(=O)c21 (configuration not stated)	-5.6	-1.1	-5.0	0.3	5.3	9.4	-0.2	1.9	3.0	0.1
COc1ccc(C(=O)NNC2=NCCCCC2)cc1	10.7	-0.2	4.4	-0.4	-5.1	-0.8	2.0	0.0	1.2	10.3
O=C(COC(=O)c1ccc(S(=O)(=O)N2CCOCC2)cc1)Nc1nc(-c2ccccc2)cs1	4.3	1.4	1.7	-2.4	4.1	3.1	-3.6	1.2	0.7	-1.0
COc1ccc(NC(=O)N(C)C[C@H]2Oc3c(NC(=O)NC4CCCCC4)cccc3C(=O)N([C@H](C)CO)C[C@@H]2C)cc1	-2.5	-0.2	6.7	-0.9	1.5	0.1	-5.7	15.6	1.3	-6.5
Cc1ccc(S(=O)(=O)N(CCC(=O)NCC(c2ccccc2)N(C)C)c2ccccc2)cc1 (configuration not stated)	0.4	-1.2	1.1	-1.4	-1.8	-1.0	-5.6	-1.7	2.5	-3.1
Cc1ccc(CN2[C@@H](CC3CCCCC3)COCCS2(=O)=O)cc1	-19.6	0.0	-0.2	0.7	1.4	2.7	1.4	2.3	-5.0	2.1
Cc1nnc(NC(=O)c2cc(-c3ccco3)nc3ccccc23)s1	3.4	1.6	6.5	17.9	37.2*	16.4*	-25.2	25.8*	19.2*	11.2
O=C(CSc1nc2ccccc2c(=O)n1CCCO)NCc1ccccc1	-0.1	0.3	0.9	-3.2	-3.2	-4.2	-3.9	1.2	-8.3	-2.6
